Assay outcomes (PubChem)
RPL19A TOR yeast = yeast TOR pathway RPL19A-GFP modulation. S. cerevisiae RPL19A-GFP strain, flow cytometry, 3 h; stronger effect = lower value. hit rate 0.3% among 330,000. percent response vs DMSO, % at 10 µM;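 active means percent response vs DMSO below 50%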;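 further: median channel GFP fluorescence of the barcoded RPL19A-GFP strain; ratio of sample median GFP to plate DMSO average so 100% = DMSO; lower means less RPL19A-GFP as with rapamycin TOR inhibition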
VLA-4 inh = inhibition in a human VLA-4 binding assay. P13612. VLA-4 expressing cells, ligand binding flow cytometry. inhibition, % (about 7 µM as worked out from the volumes in the protocol). hit rate 0.2% among 330,000. AID 2557; in the data active means inhibition above about 50%
Target sequence (P13612 whole entry, looked up): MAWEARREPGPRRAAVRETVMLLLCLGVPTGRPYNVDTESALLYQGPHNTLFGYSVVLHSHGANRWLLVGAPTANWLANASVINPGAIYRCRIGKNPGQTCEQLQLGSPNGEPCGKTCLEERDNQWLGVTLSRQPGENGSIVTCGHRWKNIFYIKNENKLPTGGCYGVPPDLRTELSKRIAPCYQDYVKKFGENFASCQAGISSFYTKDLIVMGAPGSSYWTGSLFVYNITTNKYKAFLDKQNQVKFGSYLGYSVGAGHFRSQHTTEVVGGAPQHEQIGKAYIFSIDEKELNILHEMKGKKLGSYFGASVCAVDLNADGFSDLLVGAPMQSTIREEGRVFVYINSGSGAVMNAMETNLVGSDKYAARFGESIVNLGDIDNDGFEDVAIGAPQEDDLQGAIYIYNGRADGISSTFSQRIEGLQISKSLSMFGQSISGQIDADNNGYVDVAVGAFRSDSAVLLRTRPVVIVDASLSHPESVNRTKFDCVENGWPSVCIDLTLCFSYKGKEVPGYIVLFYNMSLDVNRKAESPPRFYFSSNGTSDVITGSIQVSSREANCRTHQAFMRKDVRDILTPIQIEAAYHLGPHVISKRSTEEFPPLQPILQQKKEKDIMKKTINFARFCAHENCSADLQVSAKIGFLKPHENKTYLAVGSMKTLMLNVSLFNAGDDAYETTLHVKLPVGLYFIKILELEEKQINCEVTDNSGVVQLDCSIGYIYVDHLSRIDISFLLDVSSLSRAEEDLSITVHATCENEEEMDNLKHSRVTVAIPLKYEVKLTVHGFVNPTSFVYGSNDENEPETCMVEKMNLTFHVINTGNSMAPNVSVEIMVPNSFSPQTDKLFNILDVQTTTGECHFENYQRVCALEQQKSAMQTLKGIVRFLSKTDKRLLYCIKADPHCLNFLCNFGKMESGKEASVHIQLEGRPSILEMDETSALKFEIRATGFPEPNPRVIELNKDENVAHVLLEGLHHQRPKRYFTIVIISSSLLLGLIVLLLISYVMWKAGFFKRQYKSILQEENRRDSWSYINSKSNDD
MEP2-GFP yeast = alters MEP2-GFP fluorescence in TOR pathway yeast screen; GFP response vs DMSO, % at 10 µM; AID 2016; hit rate 0.51% among 330,000; S. cerevisiae MEP2-GFP strain, flow cytometry GFP, 3 h; 100% = DMSO control level;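 active means GFP response versus DMSO above a set limit, roughly screen mean plus 3 SD, cut at about 180% in these data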;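 further: median GFP fluorescence of the barcode-gated MEP2-GFP cells per well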
GRK2 aptamer HTS = blocks RNA aptamer binding to human GRK2. P25098. bead flow cytometry, FAM-aptamer displacement from GRK2. inhibition of aptamer binding, % at 10 µM. hit rate 0.59% among 330,000;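 active means inhibition of aptamer binding above 40%, roughly 3 SD of noise, on plates passing a quality check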;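 further: median bead fluorescence of bound FAM aptamer so fluorescent compounds give negative values; no value below 0 was filed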
LAP4 TOR yeast = yeast TOR pathway LAP4-GFP modulation; S. cerevisiae LAP4-GFP multiplex, flow cytometry GFP, 3 h; median GFP as percent of DMSO wells; GFP response vs DMSO, % at 10 µM; hit rate 0.34% among 320,000; AID 2023;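 active means GFP response vs DMSO above a set limit, about the screen mean plus 3 SD, cut at about 150% in these data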
CIT2-GFP yeast = alters CIT2-GFP fluorescence in TOR pathway yeast screen. S. cerevisiae CIT2-GFP strain, flow cytometry, 3 h; 100 means same as DMSO wells. GFP response vs DMSO, % at 10 µM. hit rate 0.065% among 320,000. AID 2029;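 active means GFP response relative to DMSO above a set limit, near the screen mean plus 3 SD, cut at about 150% in these data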;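 further: ratio of well median GFP fluorescence to mean of DMSO wells on the plate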
AGP1-GFP MLPCN = modulators of TOR pathway AGP1-GFP in S. cerevisiae | GFP response vs DMSO, % at 10 µM | S. cerevisiae AGP1-GFP multiplex flow cytometry, 3 h; GFP as percent of DMSO wells | AID 2066 | hit rate 0.02% among 320,000;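 active means GFP response relative to DMSO above a set limit, near screen average plus 3 SD, cut at about 150% in these data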;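 further: median GFP channel fluorescence of the gated AGP1 strain per well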
CR mimetic SO = caloric restriction mimetics inhibiting age-related superoxide in yeast; S. cerevisiae aged cells, superoxide DHE fluorescence; stronger effect = lower value; superoxide response (% of plate mean), % at 10 µM; hit rate 0.18% among 330,000; AID 2690;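 active means superoxide response under a set limit, about three screen SD below normal, cut at about 65% in these data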;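 further: yeast aged for seven days with compound at 30 °C before DHE staining; 100% = average MFI of all compound-treated wells on the plate with controls excluded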
* = called active by the depositor. No enrichment for hits; overall some 1.7% were active at least once.

The first five records (preview)
`COc1ccc(CCNC(=O)COc2ccc(S(=O)(=O)N3CCCC3)cc2)cc1` gave RPL19A TOR yeast 99, VLA-4 inh 23, MEP2-GFP yeast 96, GRK2 aptamer HTS 0, LAP4 TOR yeast 97, CIT2-GFP yeast 94, AGP1-GFP MLPCN 104 and CR mimetic SO 107.
For COc1cc2[nH]c(=O)n(CCC(=O)NC3CCCC3)c(=O)c2cc1OC the results were RPL19A TOR yeast 97, VLA-4 inh 3, MEP2-GFP yeast 103, GRK2 aptamer HTS 0, LAP4 TOR yeast 93, CIT2-GFP yeast 90, AGP1-GFP MLPCN 96 and CR mimetic SO 103.
CC(Sc1nnc(C(F)(F)F)n1C)C(=O)Nc1ccc(S(N)(=O)=O)cc1 (stereo not drawn) was read as RPL19A TOR yeast 104, VLA-4 inh -5, MEP2-GFP yeast 109, GRK2 aptamer HTS 0, LAP4 TOR yeast 108, CIT2-GFP yeast 104, AGP1-GFP MLPCN 109 and CR mimetic SO 86.
CC(=O)Nc1nc2cc3c(cc2s1)OCO3 was read as RPL19A TOR yeast 94, VLA-4 inh -13, MEP2-GFP yeast 100, GRK2 aptamer HTS 5, LAP4 TOR yeast 97, CIT2-GFP yeast 96, AGP1-GFP MLPCN 94 and CR mimetic SO 105.
Screening CC(C)Cn1c(N)c(C=O)c(=O)[nH]c1=O returned RPL19A TOR yeast 99, VLA-4 inh 13, MEP2-GFP yeast 113, GRK2 aptamer HTS 0, LAP4 TOR yeast 124, CIT2-GFP yeast 91, AGP1-GFP MLPCN 101 and CR mimetic SO 98.

Main list, from the start:
`COc1ccc(CCNC(=O)COc2ccc(S(=O)(=O)N3CCCC3)cc2)cc1` gave RPL19A TOR yeast 99, VLA-4 inh 23, MEP2-GFP yeast 96, GRK2 aptamer HTS 0, LAP4 TOR yeast 97, CIT2-GFP yeast 94, AGP1-GFP MLPCN 104 and CR mimetic SO 107.
For COc1cc2[nH]c(=O)n(CCC(=O)NC3CCCC3)c(=O)c2cc1OC the results were RPL19A TOR yeast 97, VLA-4 inh 3, MEP2-GFP yeast 103, GRK2 aptamer HTS 0, LAP4 TOR yeast 93, CIT2-GFP yeast 90, AGP1-GFP MLPCN 96 and CR mimetic SO 103.
CC(Sc1nnc(C(F)(F)F)n1C)C(=O)Nc1ccc(S(N)(=O)=O)cc1 (stereo not drawn) was read as RPL19A TOR yeast 104, VLA-4 inh -5, MEP2-GFP yeast 109, GRK2 aptamer HTS 0, LAP4 TOR yeast 108, CIT2-GFP yeast 104, AGP1-GFP MLPCN 109 and CR mimetic SO 86.
CC(=O)Nc1nc2cc3c(cc2s1)OCO3 was read as RPL19A TOR yeast 94, VLA-4 inh -13, MEP2-GFP yeast 100, GRK2 aptamer HTS 5, LAP4 TOR yeast 97, CIT2-GFP yeast 96, AGP1-GFP MLPCN 94 and CR mimetic SO 105.
Screening CC(C)Cn1c(N)c(C=O)c(=O)[nH]c1=O returned RPL19A TOR yeast 99, VLA-4 inh 13, MEP2-GFP yeast 113, GRK2 aptamer HTS 0, LAP4 TOR yeast 124, CIT2-GFP yeast 91, AGP1-GFP MLPCN 101 and CR mimetic SO 98.
Screening COC(=O)CCN(C(=O)c1ccc(N2CCCC2)c([N+](=O)[O-])c1)c1ccccn1 returned RPL19A TOR yeast 106, VLA-4 inh -4, MEP2-GFP yeast 96, GRK2 aptamer HTS 3, LAP4 TOR yeast 93, CIT2-GFP yeast 96, AGP1-GFP MLPCN 99 and CR mimetic SO 120.
For CN1CCN(CCNC(=O)c2cn(Cc3ccccc3F)nn2)CC1 the results were RPL19A TOR yeast 101, VLA-4 inh -16, MEP2-GFP yeast 104, GRK2 aptamer HTS 0, LAP4 TOR yeast 88, CIT2-GFP yeast 100, AGP1-GFP MLPCN 100 and CR mimetic SO 106.
For O=[N+]([O-])c1ccc(S(=O)(=O)CC(CN2CCOCC2)N2CCOCC2)cc1 (stereo not drawn) the results were RPL19A TOR yeast 99, VLA-4 inh 27, MEP2-GFP yeast 103, GRK2 aptamer HTS 2, LAP4 TOR yeast 102, CIT2-GFP yeast 97, AGP1-GFP MLPCN 99 and CR mimetic SO 127.
For COC(=O)Cn1c2ccccc2c2nc3ccccc3nc21 the results were RPL19A TOR yeast 104, VLA-4 inh 0, MEP2-GFP yeast 108, GRK2 aptamer HTS 3, LAP4 TOR yeast 89, CIT2-GFP yeast 103, AGP1-GFP MLPCN 94 and CR mimetic SO 87.
For CCNc1nc(C23CC4CC(CC(C4)C2)C3)cs1 the results were RPL19A TOR yeast 99, VLA-4 inh 9, MEP2-GFP yeast 101, GRK2 aptamer HTS 3, LAP4 TOR yeast 101, CIT2-GFP yeast 99, AGP1-GFP MLPCN 100 and CR mimetic SO 88.
Screening CC(C)CC(C(=O)OCC(=O)c1c(N)n(C)c(=O)n(C)c1=O)N1C(=O)c2ccccc2C1=O (stereo not drawn) returned RPL19A TOR yeast 108, VLA-4 inh 7, MEP2-GFP yeast 112, GRK2 aptamer HTS 0, LAP4 TOR yeast 101, CIT2-GFP yeast 110, AGP1-GFP MLPCN 104 and CR mimetic SO 84.
For Cc1c(C(=O)NCCN2CCOCC2)sc2nc(-c3ccc(F)cc3)cn12 the results were RPL19A TOR yeast 96, VLA-4 inh 17, MEP2-GFP yeast 98, GRK2 aptamer HTS 0, LAP4 TOR yeast 89, CIT2-GFP yeast 94, AGP1-GFP MLPCN 99 and CR mimetic SO 99.
For O=C(CCc1ccccc1)N=C1SC2CS(=O)(=O)CC2N1Cc1ccccc1 (stereo not drawn) the results were RPL19A TOR yeast 101, VLA-4 inh -4, MEP2-GFP yeast 97, GRK2 aptamer HTS 0, LAP4 TOR yeast 101, CIT2-GFP yeast 99, AGP1-GFP MLPCN 100 and CR mimetic SO 90.
CCn1c(SCC(=O)N2CCCc3ccccc32)nnc1-c1ccco1 was read as RPL19A TOR yeast 94, VLA-4 inh -4, MEP2-GFP yeast 98, GRK2 aptamer HTS 0, LAP4 TOR yeast 94, CIT2-GFP yeast 102, AGP1-GFP MLPCN 94 and CR mimetic SO 98.
Screening COC(=O)c1ccc2c(c1)C(C)(C)C(/C=C/c1ccc(O)cc1)=[N+]2C returned RPL19A TOR yeast 103, VLA-4 inh inactive, MEP2-GFP yeast 107, GRK2 aptamer HTS 3, LAP4 TOR yeast 108, CIT2-GFP yeast 99, AGP1-GFP MLPCN 103 and CR mimetic SO 98.
Screening Cc1ccc(S(=O)(=O)/N=C(/Nc2nc(C)cc(C)n2)N2CCOCC2)cc1 returned RPL19A TOR yeast 107, VLA-4 inh 12, MEP2-GFP yeast 112, GRK2 aptamer HTS 0, LAP4 TOR yeast 102, CIT2-GFP yeast 104, AGP1-GFP MLPCN 108 and CR mimetic SO 99.
For O=C(O)C1CSCN1S(=O)(=O)c1cccc2nsnc12 (stereo not drawn) the results were RPL19A TOR yeast 97, VLA-4 inh -3, MEP2-GFP yeast 92, GRK2 aptamer HTS 0, LAP4 TOR yeast 99, CIT2-GFP yeast 102, AGP1-GFP MLPCN 91 and CR mimetic SO 99.
Screening O=C(c1cc2cc([N+](=O)[O-])ccc2oc1=O)N1CCN(C2CCCCC2)CC1 returned RPL19A TOR yeast 109, VLA-4 inh 2, MEP2-GFP yeast 100, GRK2 aptamer HTS 1, LAP4 TOR yeast 102, CIT2-GFP yeast 110, AGP1-GFP MLPCN 102 and CR mimetic SO 107.
Screening COc1ccc(Cl)cc1NC(=O)CC(C)c1ccccc1 (stereo not drawn) returned RPL19A TOR yeast 96, VLA-4 inh 25, MEP2-GFP yeast 94, GRK2 aptamer HTS 2, LAP4 TOR yeast 104, CIT2-GFP yeast 100, AGP1-GFP MLPCN 96 and CR mimetic SO 91.
For Cc1ccccc1C(=O)NC[C@@H]1CCCN2CCCC[C@H]12 the results were RPL19A TOR yeast 90, VLA-4 inh 4, MEP2-GFP yeast 95, GRK2 aptamer HTS 0, CIT2-GFP yeast 100, AGP1-GFP MLPCN 99 and CR mimetic SO 92.
`O=C1CC(Cc2ccc(Cl)cc2)C(=O)N1c1ccccn1` (stereo not drawn) gave RPL19A TOR yeast 105, VLA-4 inh 5, MEP2-GFP yeast 109, GRK2 aptamer HTS 0, LAP4 TOR yeast 97, CIT2-GFP yeast 97, AGP1-GFP MLPCN 99 and CR mimetic SO 91.
For CC(C)N1CCC(NC(=O)Nc2ccccc2)CC1 the results were RPL19A TOR yeast 104, VLA-4 inh 5, MEP2-GFP yeast 106, GRK2 aptamer HTS 6, LAP4 TOR yeast 89, CIT2-GFP yeast 103, AGP1-GFP MLPCN 98 and CR mimetic SO 110.
Screening NC(CC(=O)O)c1ccc(Br)cc1 (stereo not drawn) returned RPL19A TOR yeast 96, VLA-4 inh 4, MEP2-GFP yeast 102, GRK2 aptamer HTS 0, LAP4 TOR yeast 93, CIT2-GFP yeast 89, AGP1-GFP MLPCN 91 and CR mimetic SO 96.
Screening CCN(CC)S(=O)(=O)c1ccc(NC(=O)c2cccs2)cc1 returned RPL19A TOR yeast 88, VLA-4 inh 2, MEP2-GFP yeast 96, GRK2 aptamer HTS 4, LAP4 TOR yeast 98, AGP1-GFP MLPCN 96 and CR mimetic SO 106.
`O=C(Cc1n[nH]c(=O)[nH]c1=O)N/N=C/c1cccc(Cl)c1` gave RPL19A TOR yeast 95, VLA-4 inh 5, MEP2-GFP yeast 93, GRK2 aptamer HTS 0, LAP4 TOR yeast 112, CIT2-GFP yeast 85, AGP1-GFP MLPCN 102 and CR mimetic SO 90.
`COc1ccc(C(=O)N2c3ccc(F)cc3CCC2C)cc1OC` (stereo not drawn) gave RPL19A TOR yeast 95, VLA-4 inh 13, MEP2-GFP yeast 89, GRK2 aptamer HTS 2, LAP4 TOR yeast 101, CIT2-GFP yeast 86, AGP1-GFP MLPCN 93 and CR mimetic SO 103.
CCOC(=O)Cc1csc(NC(=O)CSc2nnc(-c3ccc(NS(=O)(=O)CC)cc3)o2)n1 was read as RPL19A TOR yeast 97, VLA-4 inh 2, MEP2-GFP yeast 98, GRK2 aptamer HTS 10, LAP4 TOR yeast 93, CIT2-GFP yeast 99, AGP1-GFP MLPCN 97 and CR mimetic SO 105.
Screening CN(CCc1ccccn1)C(=O)c1cccnc1Oc1ccc(Cl)cc1 returned RPL19A TOR yeast 98, VLA-4 inh 0, MEP2-GFP yeast 100, GRK2 aptamer HTS 0, LAP4 TOR yeast 97, CIT2-GFP yeast 103, AGP1-GFP MLPCN 108 and CR mimetic SO 95.
CCn1c2ccccc2c2cc(NC(=O)CSc3nnc(-c4cccc(C)c4)o3)ccc21 was read as RPL19A TOR yeast 96, VLA-4 inh -4, MEP2-GFP yeast 102, GRK2 aptamer HTS 3, LAP4 TOR yeast 105, CIT2-GFP yeast 97, AGP1-GFP MLPCN 96 and CR mimetic SO 130.
Screening CCOC(=O)c1c(NC(=O)c2ccc(S(=O)(=O)N3CCOCC3)cc2)sc2c1CC(C)(C)NC2(C)C returned RPL19A TOR yeast 100, VLA-4 inh 15, MEP2-GFP yeast 104, GRK2 aptamer HTS 0, LAP4 TOR yeast 115, CIT2-GFP yeast 102, AGP1-GFP MLPCN 108 and CR mimetic SO 89.
c1ccc(OCCOCCSc2ncccn2)cc1 was read as RPL19A TOR yeast 97, VLA-4 inh 13, MEP2-GFP yeast 103, GRK2 aptamer HTS 10, LAP4 TOR yeast 102, CIT2-GFP yeast 106, AGP1-GFP MLPCN 102 and CR mimetic SO 99.
`Cc1cc(C)nc(N2CCCC(C(=O)Nc3nnc(C)s3)C2)n1` (stereo not drawn) gave RPL19A TOR yeast 105, VLA-4 inh -11, MEP2-GFP yeast 110, GRK2 aptamer HTS 3, LAP4 TOR yeast 112, CIT2-GFP yeast 104, AGP1-GFP MLPCN 107 and CR mimetic SO 90.
